Rv3671c protease – inhibitors of M. tuberculosis serine protease Rv3671c. actives 0.048% (n = 320,000). inhibition, % at 5.96 µM. AID 2606; in the data active means inhibition above about 38%;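 further: extracellular domain of Rv3671c used as enzyme; 0% = enzyme with DMSO and 100% = no enzyme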
Target sequence (P9WHR9 whole entry, looked up, the tested form may be a part): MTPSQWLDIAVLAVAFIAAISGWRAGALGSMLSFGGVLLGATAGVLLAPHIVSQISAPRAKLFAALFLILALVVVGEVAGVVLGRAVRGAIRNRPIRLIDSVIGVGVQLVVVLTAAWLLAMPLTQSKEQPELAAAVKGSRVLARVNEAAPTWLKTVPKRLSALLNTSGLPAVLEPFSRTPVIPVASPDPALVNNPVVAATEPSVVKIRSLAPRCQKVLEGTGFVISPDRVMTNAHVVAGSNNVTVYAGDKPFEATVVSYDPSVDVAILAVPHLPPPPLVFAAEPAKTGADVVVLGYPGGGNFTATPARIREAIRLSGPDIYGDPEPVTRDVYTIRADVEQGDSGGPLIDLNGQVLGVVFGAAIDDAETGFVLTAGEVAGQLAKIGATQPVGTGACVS
MazEF act – increases E. coli MazEF RNase cleavage of RNA; activation, % at 20 µM; actives 0.32% (n = 350,000); FAM/BHQ RNA-DNA oligo cleavage fluorescence, 5 h; P0AE70; in the data active means activation above about 50%
Target sequence (P0AE70 whole entry, looked up): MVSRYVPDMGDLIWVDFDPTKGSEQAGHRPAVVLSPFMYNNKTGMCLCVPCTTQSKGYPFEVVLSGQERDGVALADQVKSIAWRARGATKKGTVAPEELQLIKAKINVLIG
3CLpro inhibitor – SARS-CoV 3CLpro protease inhibition; recombinant SARS-CoV 3CLpro, quenched FRET peptide cleavage; inhibition, % at 6 µM; actives 0.14% (n = 290,000); AID 1706; in the data active means inhibition above about 12%
Mtb BioA inh – blocks M. tuberculosis BioA enzyme activity | purified M. tuberculosis BioA enzyme, plate reader | inhibition, % at 9.99 µM | actives 0.096% (n = 360,000) | AID 602481; in the data active means inhibition above about 40%
Mtb FBA inh – inhibits M. tuberculosis FBA enzyme. P9WQA3. purified M. tuberculosis FBA, fluorescence read-out. inhibition, % at 1 µM. actives 2.3% (n = 360,000). AID 588726; in the data active means inhibition above about 27%;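 further: 0% = vehicle and 100% = reference inhibitor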
Target sequence (P9WQA3 whole entry, looked up): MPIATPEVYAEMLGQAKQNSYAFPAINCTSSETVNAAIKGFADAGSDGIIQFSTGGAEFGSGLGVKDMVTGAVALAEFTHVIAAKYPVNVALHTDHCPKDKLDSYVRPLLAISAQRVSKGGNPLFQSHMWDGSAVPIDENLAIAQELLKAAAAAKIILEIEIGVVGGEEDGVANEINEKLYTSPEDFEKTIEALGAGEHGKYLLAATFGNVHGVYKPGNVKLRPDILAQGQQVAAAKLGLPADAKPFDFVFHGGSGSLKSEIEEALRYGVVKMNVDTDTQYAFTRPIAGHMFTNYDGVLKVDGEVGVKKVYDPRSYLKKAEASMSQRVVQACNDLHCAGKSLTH
GDH-TPI counter – GDH-TPI coupled enzyme inhibition counter-screen; GDH-TPI coupled enzyme counterscreen, NADH absorbance; inhibition, % at 4.8 µM; actives 1.2% (n = 360,000); in the data active means inhibition above about 30%;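 further: 0% = DMSO wells and 100% = wells lacking the enzyme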
PriA SSB inh – inhibitors of Klebsiella pneumoniae PriA binding to SSB C-terminal tail; AlphaScreen SSBct-PriA binding, biotinylated peptide; inhibition, % at 33 µM; actives 0.6% (n = 430,000); AID 1272365; in the data active means inhibition mostly above about 37%, no sharp cut-off; inactive means mostly below about 20%;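 further: plate controls were negative control peptide for no effect and reference peptide for full effect; strong numbers were not always called active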
Vc quorum ag – induces V. cholerae light production without autoinducers | activation, % at 18.7 µM | actives 0.16% (n = 350,000) | V. cholerae BH1578 lux reporter, luminescence, 6 h; in the data active means activation mostly above about 9.7%, no sharp cut-off; further: not every result past the cut was called active; inactives centre near 0; reference of the scale not given here
Mtb UGM inh – Mtb UDP-galactopyranose mutase inhibition; P9WIQ1; purified UGM, fluorescence polarization probe displacement; inhibition, % at 10 µM; actives 0.06% (n = 320,000); in the data active means inhibition above about 10%, passing the limit was not always enough
VHR inh abs – DUSP3 (human) phosphatase inhibition; recombinant VHR phosphatase, pNPP absorbance; AID 1654; inhibition, % at 13.3 µM; actives 0.52% (n = 290,000); P51452; in the data active means inhibition above about 50%; further: some compounds called inactive have numbers as strong as hits
Target sequence (P51452 whole entry, looked up): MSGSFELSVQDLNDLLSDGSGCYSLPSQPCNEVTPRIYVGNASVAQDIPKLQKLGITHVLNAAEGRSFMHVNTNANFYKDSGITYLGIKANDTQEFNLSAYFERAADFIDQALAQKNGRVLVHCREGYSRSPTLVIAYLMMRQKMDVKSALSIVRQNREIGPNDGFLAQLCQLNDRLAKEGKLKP
Numbers without * were called inactive; i = inactive; x = no result given; & = joins results of further samples.

SMILES	Rv3671c protease	MazEF act	3CLpro inhibitor	Mtb BioA inh	Mtb FBA inh	GDH-TPI counter	PriA SSB inh	Vc quorum ag	Mtb UGM inh	VHR inh abs
COc1ccc(/C=C(\C#N)C(=O)NCc2cccnc2)cc1OC	-4	8	-1	x	-1	15	-5	i	2.3	15
CCC1CN(C(=O)N2CCC(C(=O)NCc3ccc(C)o3)CC2)c2ccccc2O1 (centres undefined)	2	5	-4	1.6	2	-12	4	i	0.0	10
O=C(Nc1ccccc1F)c1ccc(S(=O)(=O)NCC2CCCO2)cc1 (centres undefined)	2	-5	3	-1.0	5	-9	2	1.5	-0.2	0
O=C1CC(c2ccccc2)CC(O)=C1C=NCc1ccc(Cl)cc1 (centres undefined)	-1	1	5	0.0	3	10	-5	-0.4	0.5	-4
CC(=O)c1ccc(OCc2cc(C(=O)NCCN3CCCC(O)C3)no2)cc1 (centres undefined)	-14	-36	-4	2.4	-1	3	-27	-0.2	-1.9	12
O=C(N/N=C/c1c(O)ccc2ccccc12)c1ccc[n+](CCO)c1	4	-7	3	x	-6	10	x	-0.2	-1.5	10
COc1ccc(/C=N\NC(=O)c2cccc(F)c2)cc1COc1ccccc1	-38	-19	x	x	-1	8	x	i	0.4	x
CC(C)c1ccc(-n2c(O)c(C=NCCN3CCNCC3)c(=O)[nH]c2=S)cc1	6	-4	0	-3.1	4	22	-16	1.4	-0.1	-2
Cc1nc2ccc(NC(=O)c3cccc(S(=O)(=O)N(C)c4ccccc4)c3)cc2s1	-90	-5	8	1.0	-2	3	8	0.0	-1.3	7
CC(C)N1C(=O)/C(=C\c2nc3ccccc3c(=O)n2-c2ccccc2)c2ccccc21	9	3	-2	-1.3	3	13	8	i	-2.2	-1
Cc1ccc2nsnc2c1S(=O)(=O)Nc1cccc2nsnc12	1	1	0	-1.0	-3	3	-12	-0.6	-1.4	-3
O=C(NCCc1c[nH]c2ccccc12)c1ccc(Cl)cc1	-9	6	-2	1.9	2	20	6	11	1.0	46
CCCCCOc1ccc(NC2=CC(=O)CCC2)cc1	3	-17	4	6.7	2	6	17	-0.8	-0.2	17
CC(C)C(C(=O)N1CCN(Cc2ccccc2)CC1)c1ccccc1 (centres undefined)	-8	-1	-3	-0.8	1	1	-11	-0.6	1.5	21
CC(C)[C@H]1COCCS(=O)(=O)N1Cc1ccccc1-c1cccc2c1oc1ccccc12	x	21	x	-0.9	-4	-3	0	i	x	x
COc1ccc(NC(=O)COC(=O)C2CCCCC2)c([N+](=O)[O-])c1	-3	8	3	-0.4	-2	-2	8	-0.7	2.1	-5
Cc1ccnc(NS(=O)(=O)c2ccccc2)n1	0	3	1	0.9	1	5	-20	-0.4	0.7	-6
CCn1cc(Br)c(C(=O)N2CCN(c3ccccc3)CC2)n1	-3	1	5	16	3	0	-2	-1.5	-0.3	25
COCC(=O)Nc1ccc2nc3n(c(=O)c2c1)CCCCC3	1	9	2	-0.4	2	8	-3	-0.5	2.4	5
CCOc1ccc(N2CC(C(=O)N3CCCC3)CC2=O)cc1 (centres undefined)	-5	-2	0	-0.7	-3	12	-11	i	2.0	-17
Cc1cccc(NC(=S)NNc2ncc(C(F)(F)F)cc2Cl)c1	-1	0	1	x	-3	0	-4	-3.3	0.7	3
Cc1ccccc1NC(=O)CCc1nnc2ccc(N3CCC4(CC3)OCCO4)nn12	-6	9	7	-0.8	4	3	-2	-0.1	0.2	-14
COc1ccc(-c2nn(-c3ccccc3)cc2/C=N/Nc2ccc(S(N)(=O)=O)cc2[N+](=O)[O-])cc1OC	21	7	5	x	3	9	x	-0.4	0.4	43
CN(c1ccccc1)S(=O)(=O)c1ccc(NC(=S)NC(=O)c2ccccc2)cc1	-22	9	1	-0.3	3	7	-5	i	-0.5	-23
O=c1nccc(NCc2ccco2)[nH]1	5	-6	-2	x	-3	-2	-3	-0.3	-1.4	2

Full records as entered above:
O=C(N/N=C/c1c(O)ccc2ccccc12)c1ccc[n+](CCO)c1 as listed: Rv3671c protease = 4; MazEF act = -7; 3CLpro inhibitor = 3; Mtb BioA inh = x; Mtb FBA inh = -6; GDH-TPI counter = 10; PriA SSB inh = x; Vc quorum ag = -0.2; Mtb UGM inh = -1.5; VHR inh abs = 10
CC(C)N1C(=O)/C(=C\c2nc3ccccc3c(=O)n2-c2ccccc2)c2ccccc21 as listed: Rv3671c protease = 9; MazEF act = 3; 3CLpro inhibitor = -2; Mtb BioA inh = -1.3; Mtb FBA inh = 3; GDH-TPI counter = 13; PriA SSB inh = 8; Vc quorum ag = i; Mtb UGM inh = -2.2; VHR inh abs = -1

(cont.)
SMILES	Rv3671c protease	MazEF act	3CLpro inhibitor	Mtb BioA inh	Mtb FBA inh	GDH-TPI counter	PriA SSB inh	Vc quorum ag	Mtb UGM inh	VHR inh abs
COc1ccc2c(c1)O[C@@H](c1cccc(C(F)(F)F)c1)[C@H](OC(=O)NCCc1ccc(OC)c(OC)c1)C2=O	-4	x	-1	x	x	x	x	x	1.7	4
Cc1nc2ncnn2c(C)c1CCC(=O)N1CCCCC1	-3	7	4	x	4	-4	5	-0.4	-2.4	24
O=c1c2ccccc2nc(-c2ccccc2)n1-c1ccccc1O	-3	8	2	3.7	2	2	-4	i	-1.5	0
O=C(COc1ncnc2scc(-c3ccc(Cl)cc3)c12)NCc1ccco1	-2	-4	-2	3.4	83*	1	2	-2.2	-0.1	15
CC1CCN(C(=O)Cn2c(=O)c3cccn3c3ccccc32)CC1	4	0	-2	-0.8	-2	0	4	-0.8	0.2	-3
O=C(CCc1c[nH]c2ccccc12)NCCc1ccc(Cl)cc1	6	5	2	2.8	-5	3	2	-0.2	-1.6	5
Cc1ccc(S(=O)(=O)N2CCCCC2)cc1NC(=O)COc1ccccc1	0	10	x	0.8	-1	-6	6	i	3.7	x
Cc1ccc(-n2nc(C)c3c(C)c(CCC(=O)NCc4ccccc4)c(C)nc32)cc1	3	0	3	-0.8	4	-24	-19	x	-0.9	8
CS(=O)(=O)Nc1cccc(NC(=O)C2Cc3c(-c4ccccc4)ccnc3O2)c1 (centres undefined)	x	x	x	0.7	-1	2	x	i	x	x
CC(C)(C)C1CCC(=NNC(=O)C(=O)NC2CCCCC2)CC1 (centres undefined)	1	4	5	-1.9	2	0	-11	i	-1.8	10
COc1ccc(CN(C(=O)c2cccc(OC)c2)C2CCS(=O)(=O)C2)cc1 (centres undefined)	-5	7	4	-1.6	0	0	-4	-0.6	2.1	29
CCOc1ccc(C(CC(=O)O)NS(=O)(=O)c2ccc(C)cc2)cc1OC (centres undefined)	-1	4	6	-3.2	1	-1	-10	2.3	0.9	10
CCNc1nc(NCC)n2c(SCC(=O)Nc3cccc(Cl)c3)nnc2n1	10	4	x	1.6	3	5	-5	-2.2	-1.1	x
COc1ccc(OC)c(N2C(=O)NC(=O)C3(Cc4cc(C)ccc4N(C)C3)C2=O)c1 (centres undefined)	-5	-4	2	0.1	2	8	8	i	0.0	11
O=C1COc2ccc(S(=O)(=O)N3CCc4ccccc43)cc2N1	-6	13	0	1.1	3	9	6	i	0.7	21
CCOC(=O)c1sc(NC(=O)c2cc(S(=O)(=O)N3CCOCC3)ccc2C)nc1C	-2	0	0	-1.2	1	3	9	i	-3.5	8
COc1cc(C(=O)COC(=O)c2ccco2)cc(OC)c1OC	4	4	x	0.2	0	0	-9	i	-1.2	x
O=C(NNC(=O)c1ccccc1Br)c1ccncc1	2	6	-4	-2.8	-1	19	-13	0.2	0.3	9
COc1ccc(/C=C/C(=O)OCC(=O)Nc2ccc3c(c2)OCO3)cc1	-13	-13	x	-1.1	0	-2	9	i	2.9	x
COc1ccccc1N(CC(=O)NCC1CCCO1)C(=O)Cn1nnc(-c2cccs2)n1 (centres undefined)	-12	3	-3	x	1	2	5	0.2	-1.2	6
COc1ccc(OC)c2c1sc(=NC(=O)c1cccc(N3C(=O)CCC3=O)c1)n2C	-10	-8	-1	0.9	-3	6	3	-0.2	-3.2	15
CN(C)S(=O)(=O)c1cccc(NC(=O)COC(=O)/C=C/c2ccco2)c1	1	0	0	x	2	12	-8	0.1	1.6	-6
Cc1cccc(C(=O)NC(C(=O)Nc2cccc(S(=O)(=O)N3CCCC3)c2)C(C)C)c1 (centres undefined)	-5	1	x	-0.3	-2	5	-11	7.1	-0.4	x
COc1cccc(-c2nc(N)nc(SC)c2C#N)c1	1	9	-3	x	1	5	-13	-0.7	-4.2	16
CCOc1ccc(NC(=O)c2ccc(NC(=O)C3CCCO3)cc2)cc1 (centres undefined)	2	11	3	-0.1	0	-2	4	-0.9	0.8	17

Four neighbouring entries out of the list so far:
SMILES	Rv3671c protease	MazEF act	3CLpro inhibitor	Mtb BioA inh	Mtb FBA inh	GDH-TPI counter	PriA SSB inh	Vc quorum ag	Mtb UGM inh	VHR inh abs
COc1ccc2c(c1)O[C@@H](c1cccc(C(F)(F)F)c1)[C@H](OC(=O)NCCc1ccc(OC)c(OC)c1)C2=O	-4	x	-1	x	x	x	x	x	1.7	4
Cc1nc2ncnn2c(C)c1CCC(=O)N1CCCCC1	-3	7	4	x	4	-4	5	-0.4	-2.4	24
O=c1c2ccccc2nc(-c2ccccc2)n1-c1ccccc1O	-3	8	2	3.7	2	2	-4	i	-1.5	0
O=C(COc1ncnc2scc(-c3ccc(Cl)cc3)c12)NCc1ccco1	-2	-4	-2	3.4	83*	1	2	-2.2	-0.1	15

Continuation.
SMILES	Rv3671c protease	MazEF act	3CLpro inhibitor	Mtb BioA inh	Mtb FBA inh	GDH-TPI counter	PriA SSB inh	Vc quorum ag	Mtb UGM inh	VHR inh abs
CCO[C@H]1OC(C(=O)O)=C[C@@H](c2ccc3c(c2)OCO3)[C@@H]1CCCO	3	2	-2	-0.3&-0.5	15	4	-9	-0.5	-0.1	3
Nc1nc(CSCc2ccccc2)nc(N2CCOCC2)n1	2	5	4	x	2	-2	0	0.1	0.2	20
COc1ccccc1NC(=O)c1ccccc1C(=O)Nc1ccccc1OC	9	9	-8	-2.1	2	6	5	i	3.0	32
Cc1ccccc1NC(=O)NC1CCS(=O)(=O)C1 (centres undefined)	4	2	2	0.4	-1	-3	-7	i	-0.7	-25
Cc1nnc(-c2ccco2)c2cn(-c3cccc(Br)c3)nc12	-17	-16	1	x	-4	3	13	i	-1.9	18
COC(=O)c1ccc(C23CC4(C2)[C@H](CN(Cc2ccc(C(F)(F)F)cc2)[C@@H]4c2ccccc2)C3c2ccc(Cl)nc2)cc1 (some centres undefined)	-10	-4	x	x	x	x	3	x	2.4	0
CCCN(C(=O)c1cc(S(=O)(=O)N2CCCCCC2)ccc1OC)C1CCS(=O)(=O)C1 (centres undefined)	3	0	x	5.1	2	-1	0	1.4	-1.1	x
CC1CCc2sc(C(=O)NC3CCCCC3)cc2C1 (centres undefined)	2	-7	x	-17	3	3	-5	i	0.9	x
COCCCn1c(SCC(=O)N2CCc3ccccc32)nnc1-c1ccoc1C	4	2	1	-1.7	4	-1	7	-0.3	-0.5	x
Cc1ccc(S(=O)(=O)CCC(=O)NCc2ccccc2Cl)cc1	-2	-15	5	x	1	-4	-14	-0.1	-3.0	-4
CC(C)Oc1ccc(S(=O)(=O)N2CCOCC2)cc1NC(=O)c1nn(C)c(=O)c2ccccc12	x	-10	x	-0.8	0	-1	-11	i	x	x
CCOc1ccc2oc(C(=O)Nc3nccs3)c(C)c2c1	-9	-65	x	-0.3	-1	10	-5	-0.6	2.7	x
O=C(NCCN1CCN(c2ccccc2)CC1)c1cccn2c(=O)c3ccccc3nc12	0	2	3	0.3	2	6	0	-0.2	1.8	40
CC1(C)Cc2c(c(N3CCOCC3)nc3sc4c(NCC5CCCO5)nnnc4c23)CS1 (centres undefined)	0	-7	3	-0.8	0	17	4	0.9	-2.2	10
Cc1ccc(-c2cnn(-c3cccc(C(F)(F)F)c3)c2N)cc1	3	3	3	-1.4	2	-3	-18	x	-0.9	32
C/C(Cc1ccccc1)=N\NC(=O)CNC(=O)c1ccccc1O	6	2	8	0.8	9	11	x	-0.3	0.7	21
Cc1cc(C)n2nc(C(=O)OCC(=O)NNC(=O)c3ccc(Cl)cc3)nc2n1	5	4	x	-0.7	1	4	2	-1.5	0.5	x

These rows are one share of the data; rates above refer to the full screens.
